ALOX15 inhib – 15-hLO (ALOX15) enzyme inhibition; actives 1.4% (n = 74,000); Potency, µM (doses to about 57.1 µM), without a hit: at the top dose activity change, negative = inhibition, hits mostly inhibitors; P16050; purified 15hLO-1, xylenol orange hydroperoxide absorbance; AID 887; also: potency is read from the fitted curve at half-maximal effect; % is scaled to controls: 0 for no effect and ±100 for the full control effect; nearly all actives have a fitted effect of over 55% in size
Target sequence (P16050 whole entry, looked up): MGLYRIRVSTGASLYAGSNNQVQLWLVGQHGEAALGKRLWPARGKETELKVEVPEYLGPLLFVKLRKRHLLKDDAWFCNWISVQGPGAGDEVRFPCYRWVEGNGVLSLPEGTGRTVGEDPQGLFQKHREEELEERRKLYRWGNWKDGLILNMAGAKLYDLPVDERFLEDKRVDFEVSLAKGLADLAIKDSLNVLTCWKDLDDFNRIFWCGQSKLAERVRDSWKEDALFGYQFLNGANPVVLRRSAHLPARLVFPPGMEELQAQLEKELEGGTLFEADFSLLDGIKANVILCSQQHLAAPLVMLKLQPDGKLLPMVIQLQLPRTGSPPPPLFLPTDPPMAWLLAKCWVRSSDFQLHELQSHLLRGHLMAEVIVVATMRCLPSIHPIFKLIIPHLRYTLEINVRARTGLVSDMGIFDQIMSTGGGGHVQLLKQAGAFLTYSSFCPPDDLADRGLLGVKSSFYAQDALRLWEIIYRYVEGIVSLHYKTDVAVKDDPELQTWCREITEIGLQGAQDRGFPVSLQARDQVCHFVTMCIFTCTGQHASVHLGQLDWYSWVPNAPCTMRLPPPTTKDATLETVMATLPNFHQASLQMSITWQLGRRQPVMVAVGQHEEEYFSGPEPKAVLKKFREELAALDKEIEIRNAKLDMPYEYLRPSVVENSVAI
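Hydroperoxide formed from arachidonic acid (50 uM) by purified human 15hLO-1 (40 nM) oxidizes ferrous iron, and the ferric-xylenol orange complex is read at 573 versus 405 nm. Compounds were preincubated 15 min; reaction ran 6 min at room temperature.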
Luciferase inh – firefly luciferase inhibition. P08659. purified firefly luciferase, luminescence, 8 min. Potency, µM (doses to about 57.1 µM), for the others: at the highest dose activity change, negative = inhibition, actives largely listed as inhibitors. actives 2.2% (n = 72,000). AID 411; also: potency is read from the fitted curve at half-maximal effect; % is scaled to controls: 0 for no effect and ±100 for the full control effect; nearly all actives have a fitted effect of over 40% in size
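Substrate buffer containing 10 uM ATP (pH 7.2 imidazole, Mg2+, KCl, detergent, BSA) is dispensed, compound pinned in, then luciferase/luciferin detector mix added. After 8 min at ambient temperature, light output is measured.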
Hsp90 Hop PPI – changes Hsp90-Hop TPR2A binding signal, up or down; Potency, µM (top dose mostly 57 µM), inactives show at the highest dose activity change, negative = inhibition; actives 0.44% (n = 71,000); AlphaScreen TPR2A-His6 binding biotin-Hsp90 C-terminal peptide; active = well fitted curve in either direction with a large enough effect; inconclusive = small, poorly fitted or top-dose-only effect, or another doubt; also: potency is read from the fitted curve at half-maximal effect; % is scaled to controls: 0 for no effect and ±100 for the full control effect; many of its hits are not listed in these tables
HADH2 inhib – blocks human hydroxyacyl-CoA dehydrogenase type II | recombinant HADH2, NADH fluorescence, beta-hydroxybutyryl-CoA | Potency, µM (highest dose often 57.1 µM), inactives show at the top dose activity change, negative = inhibition, actives largely listed as inhibitors | actives 3.4% (n = 73,000) | AID 886; also: potency is read from the fitted curve at half-maximal effect; % is scaled to controls: 0 for no effect and ±100 for the full control effect; nearly all actives have a fitted effect of over 60% in size; many of its hits are not listed in these tables
Target sequence (Q99714 whole entry, looked up, one chain of several): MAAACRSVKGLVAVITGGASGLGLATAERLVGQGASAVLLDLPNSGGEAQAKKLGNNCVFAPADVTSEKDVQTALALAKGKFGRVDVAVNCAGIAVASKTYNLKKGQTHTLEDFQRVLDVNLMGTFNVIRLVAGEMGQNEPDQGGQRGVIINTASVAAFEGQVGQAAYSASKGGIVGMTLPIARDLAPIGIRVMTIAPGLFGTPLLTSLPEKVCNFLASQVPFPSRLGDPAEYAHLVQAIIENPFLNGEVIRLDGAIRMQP
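NADH fluorescence (ex 360/em 450 nm) read every 30 s for 4 min; activity taken as last-minus-first time point difference. Enzyme 20 nM, NAD+ 1 mM, beta-hydroxybutyryl-CoA 90 uM, pH 9.0 Tris buffer.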
ERK AVP inh – inhibitors of vasopressin-stimulated ERK signaling pathway. actives 0.99% (n = 72,000). AID 995. HEK293-V1b, vasopressin-stimulated pERK AlphaScreen. Potency, µM (top dose mostly 57.5 µM), without a hit: top-dose activity, negative = inhibition, most hits filed as inhibitors; also: potency is read from the fitted curve at half-maximal effect; % is scaled to controls: 0 for no effect and ±100 for the full control effect; nearly all actives have a fitted effect of over 55% in size
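Phosphorylated ERK1/2 detected via AlphaScreen bead proximity in lysates of V1b-expressing HEK293 cells given 25 nM vasopressin for 5 min after 30 min compound exposure (37 °C). AC50 from Hill equation; basal DMSO 0%, vasopressin 100%.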
Tau fil binding – binds recombinant human tau filaments. actives 2% (n = 71,000). Potency, µM (highest dose often 57.1 µM), inactives show at the top dose activity change, negative = inhibition. AID 596. recombinant tau filaments, thioflavin S fluorescence, 15 h; filaments grown with octadecylsulfate alongside compound. P10636;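 also: potency is read from the fitted curve at half-maximal effect; % is scaled to controls: 0 for no effect and ±100 for the full control effect; actives lower thioflavin S fluorescence by blocking filaments or displacing dye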
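Thioflavine S fluorescence (ex 450, em 510 nm) reports filaments formed from 1 uM human tau plus 30 uM ODS over 15 h at 37 C (10 mM HEPES pH 7.4, 100 mM NaCl, 5 mM DTT); compounds displacing dye or blocking filaments lower signal.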
CRE Fsk mod – modulators of forskolin-stimulated CRE signaling in CHO cells; Potency, µM (doses to about 38.2 µM), for inactives: at the highest dose activity change, negative = inhibition, usual class: activators; actives 2.5% (n = 71,000); CHO CRE-bla reporter (cAMP response element driving beta-lactamase), forskolin EC10, beta-lactamase ratio; active = well fitted activation curve with a large enough effect in the signal ratio, with a control signal flat, not every such curve was filed as active; inconclusive = small, poorly fitted or top-dose-only effect, or effect the other way, or a change in a side signal; the % refers to the signal ratio; also: potency is read from the fitted curve at half-maximal effect; % of control where 0% means no effect
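CRE-bla CHO cells stimulated with EC10 NKH 477 (water-soluble forskolin) and compound titrations, 3 h at 37C; beta-lactamase read with CCF4 after 2 h at room temperature. Activity from 460/530 nm emission ratio, AC50 values for positive or negative modulation.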
HBB splicing – hemoglobin beta splicing modulation | HBB splicing reporter cell assay, activation; EGFP reporter with mutant IVS2-654 intron; response scale: normalised to 500 nM splice-correcting PNA | actives 0.06% (n = 65,000) | Potency, µM (top dose mostly 46.1 µM), for the others: top-dose activation, hits mostly activators; also: potency is read from the fitted curve at half-maximal effect; 0% is about no effect
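Compounds were applied for 2 days to HeLa EGFP-654 cells, 500/well in Optimem with 2% FCS. The reporter's EGFP is disrupted by mis-splicing of beta-globin intron IVS2-654. Readout: summed well GFP fluorescence from 488 nm laser scanning; reference was 500 nM antisense […] 654 PNA.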
Rhodamine fluor – rhodamine region autofluorescence. Rhodamine-region fluorescence, 547/598 nm, Tris buffer; active compounds read high. max dye-equivalent concentration, M. actives 0.05% (n = 59,000); in the data active = max dye-equivalent concentration above about 11 nM; inconclusive = between about 1.1 nM and that limit
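A six-point rhodamine series on each plate calibrates the signal. Compounds sit in 100 mM Tris (pH 8.0) for 15 min at ambient temperature before imaging through 547 nm/598 nm filters.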
TexasRed autofl – Texas Red region autofluorescence. Compound fluorescence, Texas Red channel, 547/618 nm; active compounds read high. max dye-equivalent concentration, M. actives 0.06% (n = 59,000). AID 587; in the data active = max dye-equivalent concentration above about 10 nM; inconclusive = between about 1.1 nM and that limit
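qHTS profiling of intrinsic compound fluorescence; 100 mM Tris pH 8.0; 15 min RT; ex 547 / em 618 nm; response expressed as Texas Red dye-equivalent concentration from six-point plate standard.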
Pol III holo inh – blocks replication by bacterial DNA polymerase III holoenzyme | reconstituted DNA polymerase III holoenzyme replication, biochemical | Potency, µM (doses to about 57.1 µM), for inactives: top-dose activity change, negative = inhibition | actives 0.25% (n = 71,000) | AID 603; also: potency is read from the fitted curve at half-maximal effect; % is scaled to controls: 0 for no effect and ±100 for the full control effect
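Reconstituted *E. coli* holoenzyme (0.35 nM Pol III, 1 nM beta, 154 nM SSB, 2 nM primase) was preincubated with compound for 15 min at RT. Synthesis on 1.4 nM ssM13Gori ran 35 min, then was stopped with PicoGreen/EDTA and read as dsDNA fluorescence.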
Starred values were filed as active, the others as inactive; i = inactive; ? = inconclusive; / = no result given; & = joins results of further samples; [ ] = another dose, or the depositor's remark. Unless noted, calls follow the shape of the dose curve; as a rule, active = well fitted curve in the direction sought with a large enough effect; inconclusive = small, poorly fitted or top-dose-only effect, or another doubt; inactive = no such curve, though single readings can be large; an effect the other way counts as inactive or inconclusive. An excerpt (hit frequency here may not be typical).

SMILES | ALOX15 inhib | Luciferase inh | Hsp90 Hop PPI | HADH2 inhib | ERK AVP inh | Tau fil binding | CRE Fsk mod | HBB splicing | Rhodamine fluor | TexasRed autofl | Pol III holo inh
CCC(=O)Nc1ccc(C(=O)c2ccccc2)cc1 | 3.7% | -5.9% | -4.9% | -8.6% | -6.7% | -2.2% | -0.2% | -2.8% | / | / | 4.0%
O=S(=O)(c1ccccc1)N1CN2CN(C1)CN(S(=O)(=O)c1ccccc1)C2 | 15.1%[11.4 µM] | 2.9%[11.4 µM] | -1.5%[11 µM] | 8.1%[11.4 µM] | 0.5%[11.5 µM] | 7.7%[11.4 µM] | -0.7%[7.6 µM] | 4.1%[9.22 µM] | i | i | -3.9%[11.4 µM]
CCc1c(C(=O)N2CCOCC2)csc1C | 3.8% | 1.1% | -2.5% | 0.1% | -3.1% | 9.3% | -4.8% | 3.9% | i | i | 1.4%
CCCCCN(CCCCC)C(=O)[C@H](CCC(=O)O)NC(=O)c1ccc(Cl)c(Cl)c1 | -4.4%[25.6 µM] | 4.5%[25.5 µM] | -1.4%[26 µM] | 16.6%[25.6 µM] | 15.9%[25.7 µM] | 4.9%[25.6 µM] | -7.6%[17.1 µM] | -0.6%[20.6 µM] | i | ? | -7.5%[25.6 µM]
CO[C@H]1COC(=O)[C@H](C)NC(=O)[C@@H](C)COC(=O)[C@H]2CCCN2C(=O)C/C=C\[C@H]1C | 20.6%[11.4 µM] | 0.0%[11.4 µM] | / | 5.5%[11.4 µM] | 7.8%[11.5 µM] | / | / | 0.8%[9.22 µM] | / | / | /
COc1cccc(OC)c1NC(=O)Cc1nn(C)c(=O)c2ccccc12 | 0.0% | 2.2% | -2.9% | 2.6% | -0.4% | -7.1% | 1.9% | -0.6% | i | i | -6.0%
Cc1c(CNCc2cccs2)c(C(=O)O)c(C)n1Cc1ccccc1 | -8.1% | -1.0% | 3.9% | 6.7% | -19.7% | 12.1% | ? | 1.6% | i | i | 3.6%
CCn1cc(C(=O)O)c(=O)c2cc(OC)ccc21 | -5.3% | 1.3% | -2.5% | ? | -5.6% | 2.5% | 39.2% | 7.4%[1.84 µM] | i | ? | 0.9%
CC1(c2ccc3c(c2)OCO3)NC(=O)N(CC(=O)NCCC2=CCCCC2)C1=O (stereo not given) | 2.2% | -0.7% | -0.3% | -1.0% | 20.5% | 2.5% | -8.3% | 0.1%[57.5 µM] | i | ? | -1.3%
O=C(CCSc1nnc(-c2ccncc2)o1)Nc1ccc(Cl)cc1 | 8.3% | 3.9% | -2.2% | 6.5% | -23.2% | -8.2% | -5.1% | / | i | i | -1.4%
CCn1c(SCC(=O)C(C)(C)C)nnc1-c1cccnc1 | 3.8% | 1.5% | 1.3% | -0.4% | 6.1% | -1.6% | ? | -0.9% | i | ? | -4.6%
CCN(CCCNC(=O)C1CCC(=O)N1Cc1ccc(F)cc1)c1cccc(C)c1 (stereo not given) | 10.1% | 0.6% | -5.6% | -0.7% | 18.1% | -9.2% | -10.1% | -0.7% | i | i | -1.6%
COc1cccc(NC(=O)c2ccc(CN3CCN(c4ccccc4)CC3)cc2)c1 | -8.5% | 1.3% | -10.6% | 11.3% | 5.8% | -12.6% | -5.8% | / | i | i | -7.8%
COc1ccc(C)c(Cn2c(-c3nonc3N)nc3ccccc32)c1 | 0.7% | 2.8% | -4.2% | 16.8% | -9.4% | 75.4% | ? | 0.1% | i | i | 3.6%
CCCCOc1cccc(C(=O)Nc2ccc(N3CCN(CC)CC3)cc2)c1 | -8.0% | -3.5% | -5.1% | 14.9% | -21.5% | 20µM* | 1.4% | -0.7% | i | i | -5.5%
CC1=Nc2ccccc2N=C(NC(=O)CSc2nnnn2-c2ccccc2)C1c1ccccc1 (stereo not given) | 0.9% | 3.0% | -4.3% | 7.7% | ? | 74.5% | ? | 1.7% | i | i | -1.8%
O=C(NCCCn1ccnc1)c1cn(Cc2ccc(F)cc2)nn1 | 15.3% | -1.1% | -5.8% | 13.7% | 25.9% | -1.3% | 5.5% | 3.7%[57.5 µM] | i | i | 1.3%
O=C(Nc1nc2ccccc2[nH]1)C1CC(=O)N(c2ccc3c(c2)OCCO3)C1 (stereo not given) | 8.0% | -5.9% | -3.9% | 12.6% | 14.9% | -9.7% | ? | 0.7%[57.5 µM] | i | i | 5.6%
NC(=O)c1cccc(N)c1 | -26.1%[25.6 µM] | 1.8%&-2.5% | -4.2%&-6.6% | 11.5%&-6.4% | -15.1% | ? | -7.4%&-0.5% | 1.8% | i | i | -0.3%&-6.7%
Cc1cc(C(=O)O)sc1C | 9.5% | 1.2% | 0.8% | 5.2% | -0.1% | -3.8% | 23.6% | 2.8%[0.369 µM] | i | i | -2.7%
COc1ccc2c(-c3ccccc3)cc(N3CCOCC3)nc2c1 | -23.5% | 5.1% | ? | ? | 15.8% | 3.5% | ? | -2.0% | i | i | -3.3%
COc1ccc(S(=O)(=O)N2CCN(C(=O)c3cccs3)CC2)cc1OC | 2.2% | 3.1% | -2.9% | ? | -25.1% | 2.6% | ? | 1.7% | i | i | -0.8%
COc1ccc(-c2nc3cnc(N4CCN(C)CC4)nc3n(C)c2=O)cc1 | -2.6% | -2.0%[11.4 µM] | -0.3% | -1.3% | 39.8% | 15.9% | ? | 0.4% | i | i | -5.4%
O=c1c2nnn(Cc3ccccc3)c2ncn1C/C=C/c1ccccc1 | -2.1% | -0.6% | -0.3% | 2.7% | / | 154.8% | -6.6% | -0.7% | / | / | -4.2%
Cn1c(=O)[nH]c(=O)c2c1nc(N1CCOCC1)n2CC(O)COc1ccc2ccccc2c1 (stereo not given) | 0.6% | 1.7% | -5.7% | 12.0% | ? | 38.4% | ? | 4.1% | i | i | -3.3%
Cn1c(CN2CCOCC2)nnc1SCC(=O)NC1CCCCC1 | 6.6% | -0.7% | -0.4% | 0.4% | -16.3% | 4.5% | -3.6% | 0.4%[57.5 µM] | i | i | -2.8%
O=C(Nc1ccc2c(c1)OCO2)Nc1ccc(Br)cn1 | -2.0% | -23.0% | -3.5% | 2.0% | -23.8% | 197.5% | 11.2% | -1.5% | i | i | -3.3%
O=C(NC1CCCC1)C1CC(=O)N(CCc2ccccc2)C1 (stereo not given) | -7.7% | -0.7% | -4.6% | 8.7% | 1.8% | -4.2% | -1.8% | -3.8%[0.369 µM] | i | ? | 6.5%
CC(C)c1[nH]nc2c1C(c1ccc(OC(=O)c3ccco3)cc1)C(C#N)=C(N)O2 (stereo not given) | ? | -0.4% | -2.8% | ? | 6.4% | 3.6% | -10.8% | 1.5% | i | i | 13.5%
O=C(Nc1ccc2c(c1)oc1ccccc12)c1cccnc1 | -4.0% | -23.9% | -1.5% | 2.8% | -4.3% | -4.3% | -9.7% | 0.1% | i | ? | -11.0%
COC(=O)c1ccccc1S(=O)(=O)N(CCCN1CCOCC1)Cc1cccs1 | -9.6% | 1.6% | -1.4% | -3.9% | 14.4% | 0.3% | 14.9% | -4.3%[0.369 µM] | i | ? | -3.8%
Cc1cc(C)cc(OCCCC(=O)O)c1 | 11.9% | 2.6% | -5.2% | 2.1% | -7.4% | -0.2% | -8.5% | 9.9% | i | i | -2.3%
CCn1cc(Br)c(C(=O)Nc2ccc(F)c(Cl)c2)n1 | 0.0% | -6.9% | 2.9% | 0.1% | -7.2% | 17.4% | -1.9% | -4.1% | / | / | -4.7%
COc1ccc2nc(SCC(N)=O)[nH]c2c1 | 1.8% | 0.4% | -4.6% | -14.5% | -8.9% | -3.8% | ? | 0.8% | i | i | 2.6%
c1cncc(CNc2ncnc3ccc(-c4cccnc4)cc23)c1 | -8.3% | -0.4%[2.29 µM] | -5.0% | 25.1µM* | -18.8% | 1.4% | 18.3% | 1.0% | i | i | -8.2%
Cn1cnc2c1c(=O)n(Cc1cccc(Br)c1)c(=O)n2C | -5.8% | 1.0% | -5.8% | 11.1% | ? | 3.0% | ? | 1.1% | i | i | -3.6%
CCN1CCN(c2cc(=O)n(C3CCCCC3)c(=O)[nH]2)CC1 | ? | 4.6% | ? | 6.8% | / | -11.5% | -7.7% | 0.1% | / | / | -14.5%

Assay outcomes as filed in PubChem.
